# Bioassay records deposited in PubChem BioAssay by several laboratories.
# MT stabilizer – microtubule stabilizers in HeLa cells, primary screen, imaging, high-content imaging; 200,000 tested, 0.83% active; AID 2205, 2009; HeLa tubulin immunostaining HCS, 24 h; share of cells brighter than vehicle mean+2SD; % tubulin-high responders, % at 10 µM;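 active means plate Z-score above 3 for both tubulin-high and condensed-nucleus cell shares, with cell loss under 80%, at 10 µM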;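 further: anti alpha tubulin signal scored within the nucleus-defined area of each cell; some results filed as inactive read as strong as hits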
# Autophagy HCS – autophagy modulators in MEF cells, primary screen, imaging, high-content, MEF GFP-LC3 | MEF GFP-LC3 puncta imaging; test concentration mostly 10 µM | calls only at 10 µM (by protocol) | AID 463193, 2010 | 190,000 tested, 0.98% active;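 active means percentage of spot-positive cells more than 3 SD above its plate mean, without a fluorescence outlier flag or 80% toxicity; inconclusive means no clear call, values can overlap the other calls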;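 further: spot-positive cell cutoff set from DMSO-treated cells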
# Dynein transport – inhibitors of GR-EGFP nuclear translocation, primary screen, dynein cargo transport inhibitor project, imaging, high-content, 3617.4 mouse cells | z-score, hits read low | 220,000 tested, 0.47% active | AID 1381, 2008 | test concentration mostly 20 µM; stimulated with dexamethasone, 1 µM; active compounds read low;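 active means plate z-score of nuclear minus cytoplasmic receptor signal below a set negative limit, without overly bright fluorescence or cell loss, cut at about -3.5 in these data, passing the limit was not always enough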;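 further: z-score of nuclear minus cytoplasmic ring GR-EGFP intensity difference per well; some compounds called inactive have numbers as strong as hits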
#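 Buffer or medium – tet-free medium with charcoal-stripped serum · Signal – automated 10x imaging of fixed Hoechst-stained cells · Also added – dexamethasone agonist, 1.0 µM final, for 30 min · Incubation – induction 48 h, compound 1 h, agonist 30 min · Read-out – GR-EGFP nuclear translocation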
# WT yeast gro inh – growth inhibition of WT strain, primary screen, mitochondrial fusion inhibitor project, WT and mutant strains, chemical genetic; inhibition, % at 10 µM; mitochondrial fusion phenotypic screen; 190,000 tested, 2.1% active; in the data active means inhibition above about 58%; tested in S. cerevisiae
# b-catenin transl – modulators of beta-catenin nuclear translocation, primary screen, imaging, HeLa cells, immunofluorescence, high-content. nuclear translocation activity, % at 5 µM. 190,000 tested, 0.3% active. AID 1665, 2009;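 active means nuclear translocation activity above 50% at 5 µM, with a well cell count of 50 or more; inconclusive means wells under 50 cells across six images, flagged as toxic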;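 further: per-cell ratio of nuclear to cytoplasmic median beta-catenin stain intensity; plate controls were DMSO negative control for no effect and GSK-3 inhibitor IX positive control for full effect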
#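 System: Human HeLa cells, endogenous beta-catenin | Compound dosing: 5 µM primary, 0.02–20 µM confirmation | Timing: 24 h compound exposure at 37°C, 5% CO2 | Measured by: Fluorescence imaging of beta-catenin antibody stain plus DAPI | Read-out basis: % activation of per-cell nuclear versus cytoplasmic median beta-catenin signal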
# Yfh1-off respiration – enhancers of respiration in Yfh1-depleted yeast, dose response, Friedreich's ataxia, plus single-dose screen (AID 1465). fold induction at 50 µM; hits with a dose series show EC50 in µM. S. cerevisiae Yfh1-off respiration, WST-1 reduction, 72 h; higher fold induction means a stronger effect. 220,000 tested, 0.074% active;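 active means fold induction of absorbance versus untreated yeast above a set limit, then at least 30% activation at any dose in follow-up; inconclusive means repeats straddling the limit, or above it without dose testing; inactive means fold induction below the set limit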;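 further: activators that raise dye reduction in frataxin-depleted yeast; strong numbers were not always called active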
# Ins promoter up – insulin promoter activators in MIN6 cells, imaging, high-content screening, mouse beta cells | MIN6 insulin promoter-GFP reporter; active compounds read high | z-score at 5 µM | 190,000 tested, 0.3% active;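 active means z-score above 3 at 5 µM with at least 500 cells counted in the well; inconclusive means wells under 500 cells, flagged as cytotoxic or low count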
# HEK293 NOD2/NF-kB – NOD2 signaling inhibitors, cell-based, luminescence, uHTS, HEK293 (AID 1566); HEK293 NOD2/NF-kB luciferase reporter, luminescence; higher % means a stronger effect; inhibition, % at 4 µM, or EC50 in µM where a hit was titrated; 290,000 tested, 0.63% active; in the data active means inhibition above about 50%; further: many of its hits are not listed in these tables
# Hep lipid drop – inhibitors of hepatocyte lipid droplet formation, primary screen, imaging, high-throughput imaging, BODIPY stain; 240,000 tested, 0.4% active; inhibition, % at 6.5 µM; AML12 mouse hepatocytes, oleate lipid droplets; AID 1656, 2009;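 active means lipid droplet intensity inhibited by at least 50%, with more than 500 cells counted; inconclusive means wells with under 300 cells, treated as cytotoxic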
#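 material = mouse AML12 hepatocyte cell line, fixed after treatment | also added = 100 µM oleic acid challenge | doses = compound at 6.5 µM only | schedule = overnight exposure | technique = Image-based BODIPY and DAPI two-channel analysis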
# WT yeast gro inh mutant strain – second read-out of WT yeast gro inh, no call of its own (marks repeat the call); inhibition, %; mitochondrial fusion phenotypic screen, mutant strain inhibition
# Dynein transport cytoplasmic EGFP – second read-out of Dynein transport, no call of its own (marks repeat the call); z-score; measured here: cytoplasmic GR-EGFP intensity; active compounds read high
# Dynein transport nuclear GR-EGFP – further read-out of Dynein transport, marked with its call; z-score; measured here: nuclear GR-EGFP intensity;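 lower value marks the stronger effect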
# Dynein transport cell count – recorded beside Dynein transport, whose call it bears; z-score; measured here: cell count per field
# Ins promoter up cell count – second read-out of Ins promoter up, no call of its own (marks repeat the call); cell count; measured here: cytotoxicity, nuclei count;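 total cells summed across four imaged fields per well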
# Hep lipid drop cells 6.5 µM – also measured in Hep lipid drop; calls as there; cell count; measured here: cell count, cytotoxicity flag;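 cells counted across two imaged fields per well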
# b-catenin transl cell count 5 µM – also measured in b-catenin transl; calls as there; cell count; measured here: cell count, cytotoxicity flag
# MT stabilizer Hoechst-high % – second read-out of MT stabilizer, no call of its own (marks repeat the call); % Hoechst-high responders; measured here: nuclear condensation Hoechst responders;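 share of cells brighter than vehicle mean plus two SD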
# MT stabilizer cytotoxicity % – further read-out of MT stabilizer, marked with its call; toxicity, %; measured here: cytotoxicity by cell density;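 0% = mean cell density of plate MIN control wells and 100% = no cells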
# Autophagy HCS cell loss 18 h – recorded beside Autophagy HCS, whose call it bears; toxicity, %; measured here: cell loss, nuclei count;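 cell loss after 18 h compound exposure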
# * hit, by the source's call; i = inactive; ? = inconclusive; . = not tested or not shown.
Structure	MT stabilizer	MT stabilizer Hoechst-high %	MT stabilizer cytotoxicity %	Autophagy HCS	Autophagy HCS cell loss 18 h	Dynein transport	Dynein transport cytoplasmic EGFP	Dynein transport nuclear GR-EGFP	Dynein transport cell count	WT yeast gro inh	WT yeast gro inh mutant strain	b-catenin transl	b-catenin transl cell count 5 µM	Yfh1-off respiration	Ins promoter up	Ins promoter up cell count	HEK293 NOD2/NF-kB	Hep lipid drop	Hep lipid drop cells 6.5 µM
COc1ccc(-n2c3nc4ccccc4nc3c3c(=N)oc(C)nc32)cc1	2.3	1.6	3.8	i	27.4	0.545	-0.194	0.386	-0.0101	-1.8	19.1	-2.4	997	i	-0.12	1382	18.8%	-21.7	614
Cc1ccnc(SCC(=O)c2ccc(Br)s2)n1	2.6	2.4	2.4	i	18.4	0.581	-0.142	0.429	-1.39	.	.	6.3	964	i	-0.1	1304	15.2%	2.3	666
CC1(C)OC(=O)C(=CNCCc2ccc(O)cc2)C(=O)O1	2.8	1.8	16.0	i	-6.0	0.782	-0.345	0.659	-0.148	13.0	5.5	-0.6	1052	i	.	.	9.2%	16.0	689
Cc1ccc(NC(=O)c2c(C)nc(Nc3nc4ccccc4o3)nc2C)cc1	4.5	3.1	7.6	i	15.0	-0.686	-0.00105	0.0915	-0.0722	-0.4	13.4	-0.9	947	i	1.04	1306	-2.0%	.	.
NNC(=O)c1cccc(O)c1	2.3	2.1	5.6	i	-14.3	-0.508	-0.348	-0.576	1.22	1.1	7.5	0.8	973	i	0.11	1284	7.5%	-14.8	632
Cn1nc(C(F)(F)F)c(/C=N/OC(=O)c2ccccc2)c1SCc1ccccc1Cl	2.6	2.5	7.2	i	12.6	-0.306	-0.221	-0.316	0.602	-0.2	8.0	-2.1	1376	i	0.39	1647	5.7%	.	.
CC(C)OC(=O)CSc1nnc(CNc2nc(-c3ccccc3)cs2)n1C	4.3	1.7	3.3	i	5.2	-1.91	-0.32	-0.589	0.614	6.4	0.5	-1.0	1127	i	-0.87	1141	11.9%	.	.
Cc1nn2c(-c3ccccc3)c(-c3ccccc3)nc2[nH]c1=O	6.0	3.0	2.7	i	3.5	-0.455	-0.167	0.143	0.104	-21.8	-6.3	0.8	1160	i	-0.27	1002	-10.5%	.	.
O=C(Nc1nc2ccc(S(=O)(=O)N3CCCCC3)cc2s1)c1ccncc1	2.7	0.2	4.8	i	-1.6	0.0233	-0.219	0.3	1.36	-2.8	-2.9	0.1	1046	i	1.75	963	7.8%	-7.1	471
O=C(Nc1ccc(F)cc1F)c1sccc1SCc1cccc(C(F)(F)F)c1	2.0	1.0	5.5	i	-28.9	0.357	-0.21	0.46	0.827	.	.	.	.	.	.	.	15.1%	.	.
COc1ccnc(N=CNOCc2ccc(Cl)cc2)c1C#N	.	.	.	.	.	-0.534	-0.000587	0.248	-0.535	.	.	-1.6	1298	i	-0.67	1086	2.6%	-3.4	734
Oc1ccc(N=Nc2n[nH]c(-c3ccccc3)n2)cc1	3.0	2.2	6.2	i	9.5	0.712	-0.235	0.475	-0.136	9.2	7.8	-1.8	1094	i	0.77	1350	-85.6%	-8.1	666
Cc1cccc(NC(=O)NCc2ccc3[nH]c(C)cc3c2)c1	1.9	2.4	6.3	i	-7.6	-0.927	-0.242	-0.53	1.07	-11.8	10.4	1.6	1123	i	-0.17	1299	-43.7%	6.1	572
O=C(N/N=C/c1ccc2c(c1)OCO2)c1ccc2c(c1)OCCO2	12.4*	21.2*	36.0*	i	9.3	-0.703	-0.246	-0.723	0.862	12.1	-19.5	.	.	i	0.38	1319	-119.1%	20.6	730
O=C(NC1CCCC1)C(c1ccncc1)N(CCCN1CCOCC1)C(=O)c1ccc(-c2ccccc2)[nH]1 (stereo not drawn)	2.5	2.6	5.2	i	-10.5	0.313	-0.141	0.305	0.442	5.2	-8.2	-0.4	1041	i	-2.08	1153	5.4%	10.6	691
CC1CCN(c2ccc(C(=O)OCC(=O)NCCN3C(=O)CSC3=O)cc2[N+](=O)[O-])CC1	4.6	1.7	7.2	i	-3.0	0.156	-0.284	-0.227	-0.267	-21.3	3.9	-2.2	1074	i	0.38	1143	-20.7%	4.7	699
CC1(C)NC(=O)N(CC(=O)OCC(=O)Nc2cccc(S(N)(=O)=O)c2)C1=O	1.3	1.1	1.7	i	14.2	-0.206	-0.0962	0.132	0.564	6.8	9.6	0.2	1579	i	0.56	1424	17.0%	.	.
COc1ccc([C@H]2[C@H](C(=O)OC(C)(C)C)N3N=Cc4ccccc4C3C23C(=O)c2ccccc2C3=O)c(OC)c1 (stereo partly drawn)	1.3	2.0	11.5	i	16.0	1	0.12	0.667	-0.631	-0.2	1.6	-0.1	924	i	-0.37	1213	-5.1%	-5.6	701
Cc1nc(C(=O)NNC(=O)Nc2ccccc2)cs1	.	.	.	.	.	-1.05	0.696	-0.0515	0.578	.	.	0.6	1364	i	-0.23	1091	8.5%	-14.0	651
COc1ccc(-c2[nH]c(-c3cccc(OC)c3)nc2SCC(=O)NCc2ccco2)cc1	4.5	1.8	7.6	.	.	-0.133	-0.146	0.214	-0.216	14.6	7.8	4.2	955	i	-2.28	1645	17.8%	-0.1	665
O=C(Cc1ccccc1)Nn1cnc2ccccc21	1.7	1.3	9.5	i	0.1	-0.282	-0.204	-0.291	0.451	-10.3	7.1	0.0	1128	i	.	.	3.6%	.	.
Cc1cc2cccc(C)c2nc1SCC(=O)NNC(=O)c1ccco1	1.1	1.4	2.0	i	2.4	-1.02	-0.219	-0.45	0.903	-11.5	5.6	0.1	1057	i	-0.76	1304	-2.9%	-2.1	650
CCC(C)C1C(C#N)=C(N)Oc2n[nH]c(C)c21 (stereo not drawn)	4.9	2.5	0.2	i	3.7	-1.2	-0.166	-0.656	0.144	-4.3	-11.6	-5.2	1326	i	0.12	1196	13.2%	10.0	738
COc1cccc(C(=O)C2CCCN(Cc3cccc(-n4nc(C)cc4C)c3)C2)c1 (stereo not drawn)	1.7	1.8	7.5	i	6.8	-0.147	-0.24	0.0475	0.512	21.4	15.7	1.3	1103	i	-0.01	1433	4.8%	-1.6	692
CCOc1ccc(NC(=O)CN2C(=O)NC(CCSC)C2=O)cc1 (stereo not drawn)	1.6	1.6	3.8	i	7.1	-0.328	-0.139	-0.091	-0.257	-24.2	-4.5	0.9	1087	i	0.4	1449	-4.7%	2.5	664
CCOC(=O)c1c(C)nc2sc3c(=O)n(-c4ccc(C(C)=O)cc4)cnc3c2c1-c1ccc(OC)cc1	4.8	1.2	5.8	i	2.6	0.151	-0.176	0.561	0.0141	9.6	-1.1	1.9	1106	i	-1.86	1654	15.4%	34.6	645
C=C1C(=O)C=C2CN(C(=O)c3ccccc3)[C@@](Cc3ccc(F)cc3)(C(=O)OC)[C@@H]12	26.6	16.5	21.1	i	8.1	-4.96*	3.91*	-1.57*	0.354*	73.6*	43.3*	0.2	277	i	?	.	12.7%	?	.
CCOc1ccc(N2C(=O)CC(n3nc(C)cc3C)C2=O)cc1 (stereo not drawn)	2.6	1.1	2.7	i	2.9	0.496	-0.227	0.204	-0.079	-10.9	4.1	-8.0	747	i	.	.	13.1%	3.0	806
COC(=O)c1ccc(N2CCN(CC(=O)c3ccc(-c4ccccc4)cc3)CC2)c([N+](=O)[O-])c1	2.1	2.8	7.5	i	18.9	0.869	-0.0943	1.21	-1.15	7.5	-2.0	2.8	1240	.	0.39	1283	-7.1%	.	.
Cc1nc2n(c(=O)c1CCN1CCC(c3noc4cc(F)ccc34)CC1)CCCC2	.	.	.	.	.	.	.	.	.	-0.7	-1.5	2.6	984	i	-0.37	1457	14.3%	-2.1	730
CC(C)CCC1CC(CSC(=N)N)OC1=O (stereo not drawn)	1.7	1.5	5.9	i	-16.7	0.296	-0.271	0.204	0.00898	-2.5	-10.7	-0.9	1038	i	-0.86	1733	-2.6%	7.4	626
C=CCSc1nnc(-c2ccncc2)n1-c1ccc(OCC)cc1	3.0	2.0	5.2	i	-4.2	-0.00149	-0.193	0.168	0.234	-12.9	7.9	-1.1	1008	i	0.01	1927	8.4%	2.0	645
O=C(N/N=C/c1cccc(F)c1)c1c(O)c2ccccc2[nH]c1=O	7.2	1.9	2.4	i	0.7	0.308	0.652	0.332	1.46	15.7	9.7	-1.2	1093	i	-0.17	1357	-5.3%	-0.6	587

# An excerpt; rates above refer to the full screens.
